MLL CXXC-DNA inh = qHTS Fluorescence Polarization Assay for Inhibitors of MLL CXXC domain - DNA interaction. Histone-lysine N-methyltransferase 2A (Homo sapiens), Q03164. MLL-CXXC / FITC-HOXA9 DNA fluorescence polarization. Potency, µM (top dose mostly 115 µM), for inactives: at the top dose activity change, negative = inhibition, usual class: inhibitors. actives 0.037% (n = 290,000). AID 2662, 2010; active means well fitted inhibition curve with a large enough effect in the polarisation, with a control signal flat, not every such curve was filed as active; inconclusive means small, poorly fitted or top-dose-only effect, or effect the other way, or a change in a side signal; inactive means no such curve, though single readings can be large or run the other way; the % refers to the polarisation; further: potency means the concentration at half of the fitted maximal effect
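Steps: dispense CXXC domain solution (7 uM) → pin compounds or unlabeled HOX-A9 DNA control → 5 min ambient → add FLSN-HOX-A9 solution (50 nM) → spin → 30 min ambient → fluorescence polarization. Tris pH 7.5/NaCl/DTT/BSA buffer.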
Tb PFK inh = qHTS Assay to Find Inhibitors of T. brucei phosphofructokinase. ATP-dependent 6-phosphofructokinase (Trypanosoma brucei brucei), O15648. T. brucei PFK, ADP-Glo luminescence. Potency, µM (top dose mostly 57.5 µM), without a hit: at the top dose activity, negative = inhibition, hits mostly inhibitors. actives 0.17% (n = 330,000). AID 485367, 2010;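 further: potency means the concentration at half of the fitted maximal effect; 0% = uninhibited 1x PFK enzyme wells and -100% = no-enzyme wells; nearly all actives have a fitted effect of over 60% in size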
Target sequence (O15648 whole entry, looked up): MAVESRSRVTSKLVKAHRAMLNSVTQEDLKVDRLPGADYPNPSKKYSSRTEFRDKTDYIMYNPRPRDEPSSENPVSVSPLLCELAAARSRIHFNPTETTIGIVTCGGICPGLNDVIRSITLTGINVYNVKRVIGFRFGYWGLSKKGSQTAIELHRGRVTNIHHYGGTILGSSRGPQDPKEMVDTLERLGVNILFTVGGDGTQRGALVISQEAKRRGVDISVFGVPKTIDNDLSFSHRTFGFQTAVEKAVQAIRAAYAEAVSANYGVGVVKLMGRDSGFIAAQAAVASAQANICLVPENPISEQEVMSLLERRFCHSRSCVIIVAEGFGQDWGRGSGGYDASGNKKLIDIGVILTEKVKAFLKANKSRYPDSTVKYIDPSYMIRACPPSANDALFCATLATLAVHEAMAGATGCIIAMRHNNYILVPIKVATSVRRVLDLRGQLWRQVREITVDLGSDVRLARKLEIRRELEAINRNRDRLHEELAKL
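Luminescent ADP detection (ADP-Glo, two-step: ATP depletion then ADP-to-ATP conversion for luciferase) reported PFK activity after 45 min room-temperature reaction of 1.25 nM enzyme with 0.5 mM F6P and 0.1 mM ATP at pH 8.0.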
BCR signal inh = qHTS Assay to Find Inhibitors of Chronic Active B-Cell Receptor Signaling | Potency, µM (highest dose often 46.1 µM), for inactives: at the top dose ratio change, negative = lower green/red ratio, hits mostly inhibitors | AID 493014, 2011 | ABC-DLBCL IkBa-CBG/CBR reporter, luminescence ratio, 4 h | actives 0.05% (n = 340,000); active means well fitted inhibition curve with a large enough effect in the signal ratio, with a control signal flat, not every such curve was filed as active; inconclusive means small, poorly fitted or top-dose-only effect, or effect the other way, or a change in a side signal; the % refers to the signal ratio;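 further: potency means the concentration at half of the fitted maximal effect; plate controls were basal doxycycline-induced cells for no effect and cells given 10 µM MG132 for full effect; MG132 reads +100%, hits lower the ratio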
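Cell line TMD8 (human ABC DLBCL), stably expressing tet-inducible CBG68-IkBa fusion and CBR; IMDM/0.5% FBS; cpd up to 46 uM; dox induction, 4 h, 37C/5% CO2; dual luminescence; green/red ratio; MG132 control.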
TSHR antagonist = Antagonists of the Thyroid Stimulating Hormone Receptor: HTS campaign. Thyrotropin receptor (Homo sapiens), P16473. TSHR-expressing cells, TSH-stimulated cAMP HTRF, 2 h; active compounds read low. activity change, negative = inhibition, % at 11.5 µM. actives 0.2% (n = 330,000);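 active means activity change below a set negative limit, meaning inhibition stronger than a set level, cut at about -70% in these data; inconclusive means activity change between two set negative limits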; further: on the % scale 0 is the no-effect control and ±100 the full control effect
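Cell-based HTRF cAMP assay; TSHR cells + compound, TSH EC80 (4nM final), 2 h, 37 deg C. Lysis with anti-cAMP cryptate and cAMP-d2, 30 min RT, read 665/620 nm.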
Giardia killer = Small Molecules that selectively kill Giardia lamblia: qHTS. Giardia lamblia trophozoite viability. activity change, % at 7.66 µM, hits read low. actives 0.15% (n = 340,000); in the data active means activity change below about -80%; inconclusive means between about -30% and that limit;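 further: parasites exposed to compound for two days anaerobically before the ATP read; on the % scale 0 is the no-effect control and ±100 the full control effect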
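Trophozoite viability was measured as ATP-dependent luminescence, read 15-30 min after reagent addition. Before that, parasites at 100 cells/well were exposed to compounds for 48 h, anaerobically, at 37 deg C.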
AT treatment = qHTS Assay for Identifying a Potential Treatment of Ataxia-Telangiectasia; […] A-T fibroblasts, KAP-1 phosphorylation AlphaLISA; neocarzinostatin DNA damage 30 min before lysis; Potency, µM (titrated, usually from 57.5 µM), inactives show at the top dose activation, usual class: activators; actives 0.19% (n = 320,000); AID 485349, 2010; further: potency means the concentration at half of the fitted maximal effect; % of control where 0% means no effect; nearly all actives have a fitted effect of over 45% in size
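hTERT-immortalized A-T patient fibroblasts ([…]), 500 cells/well in OPTI-MEM, 1% FBS, got compounds for 60 min, then NCS for 30 min at 37C. Lysates were then assayed for phospho-KAP-1 by AlphaLISA (anti-pKAP1 donor, anti-KAP1 acceptor beads), 6 hr at 25C.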
TCR activator = Activators of T cell receptors: qHTS campaign | primary human leukocytes, anti-CD3, IL-2 HTRF, 48 h | Potency, µM (top dose mostly 9.22 µM), for inactives: at the top dose activation of IL-2 secretion, usual class: activators | 330,000 tested, under 10 active | AID 504894, 2011; further: % of control where 0% means no effect
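IL-2 release read by HTRF sandwich (Eu cryptate donor, d2 acceptor, 665 nm emission) after 48 hr exposure of primary human leukocytes to compound together with anti-CD3 beads in the absence of co-stimulatory signals.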
GALK inhibitor = qHTS Assay for Inhibitors of Human Galactokinase (GALK); Purified GALK, Kinase-Glo residual ATP luminescence; Potency, µM (top dose mostly 57.5 µM), inactives show at the top dose activity change, negative = inhibition, usual class: inhibitors; AID 1868, 2009; actives 0.007% (n = 270,000); P51570; further: potency means the concentration at half of the fitted maximal effect; on the % scale 0 is the no-effect control and ±100 the full control effect
Target sequence (P51570 whole entry, looked up): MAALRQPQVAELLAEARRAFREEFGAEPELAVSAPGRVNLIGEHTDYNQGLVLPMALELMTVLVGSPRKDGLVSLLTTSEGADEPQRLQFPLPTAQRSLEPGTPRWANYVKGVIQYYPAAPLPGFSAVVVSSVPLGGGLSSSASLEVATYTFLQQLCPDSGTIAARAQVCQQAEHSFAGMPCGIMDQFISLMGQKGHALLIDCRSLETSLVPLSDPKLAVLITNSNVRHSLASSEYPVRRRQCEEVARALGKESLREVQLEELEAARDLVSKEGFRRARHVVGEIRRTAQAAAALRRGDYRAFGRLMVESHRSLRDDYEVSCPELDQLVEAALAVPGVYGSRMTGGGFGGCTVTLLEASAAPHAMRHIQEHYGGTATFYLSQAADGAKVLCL
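5 nM enzyme, 35 uM ATP, 100 uM galactose, 20 mM HEPES pH8.0, 5 mM MgCl2; 1 h RT; residual ATP by Kinase-Glo Plus luminescence, qHTS format.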
KCNH2 WT inh = qHTS for Inhibitors of KCHN2 3.1: Wildtype qHTS; Voltage-gated inwardly rectifying potassium channel KCNH2 (Homo sapiens), Q12809; U2OS, BacMam KCNH2, thallium flux FluxOr; active compounds read low; activity change, % at 1.84 µM; actives 0.37% (n = 340,000); AID 720551, 2013;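 active means maximum activity change below -70%; inconclusive means maximum activity change between -70% and -50%; inactive means maximum activity change above -50%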; further: on the % scale 0 is the no-effect control and ±100 the full control effect
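U2OS cells transduced with wild-type KCNH2 virus are loaded with FluxOr dye for 45 min, and thallium flux is measured in kinetic reads before and after stimulation buffer. Rate constants are normalized to DMSO controls.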
Coupling enz = qHTS Assay for Inhibitors of Fructose-1,6-bisphosphate Aldolase from Giardia Lamblia: Coupling assay counterscreen | actives 0.67% (n = 290,000) | activity change, negative = inhibition, % at 58.2 µM, hits read low | coupling enzyme system counterscreen, AmpLite Red fluorescence; in the data active means activity change below about -30%; further: on the % scale 0 is the no-effect control and ±100 the full control effect
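Final compound at 57.5 uM, incubated 10 min at RT with coupling enzyme reagent (glyceraldehyde-3-phosphate), then 20 min with substrate and AmpLite Red detection. Fluorescence read at 525/598 nm; tests interference with the coupling assay, not aldolase inhibition.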
* hit, by the source's call; i = inactive; ? = inconclusive; · = not tested or not shown; [ ] = dose if it differs, or a comment. Unless noted, the call rests on the fitted dose curve; in most records, active means well fitted curve in the direction sought with a large enough effect; inconclusive means small, poorly fitted or top-dose-only effect, or another doubt; inactive means no such curve, though single readings can be large; an effect the other way counts as inactive or inconclusive.

SMILES	MLL CXXC-DNA inh	Tb PFK inh	BCR signal inh	TSHR antagonist	Giardia killer	AT treatment	TCR activator	GALK inhibitor	KCNH2 WT inh	Coupling enz
Cc1nc2sc(C)c(C)c2c(=O)[nH]1	-4%	-4%	2%	13	50[activator]	-2%	5%	5%	1	-1
CCC(=O)N(Cc1cc(=O)[nH]c2ccccc12)C1CCCCC1	-1%	-5%	-2%	-6	4	5%	·	3%	3	7
CN(C)C(=O)COc1ccc(Oc2ccccc2)cc1	0%	-1%	3%	11	-6	5%	-13%	0%	7	3
CC(/C=N/NC(=O)CSc1ccccn1)=C\c1ccc(C(C)C)cc1	-4%	-5%	2%	6	10	0%	0%[46.1 µM]	0%	-1	1
COC(=O)C(C)NC(=O)C1CCCN1C(=O)CNC(=O)OCc1ccccc1 (configuration not stated)	-7%	0%	?	-8	11	5%	-5%	0%	-2	-1
Cc1ccc(/C=N/NC(=O)CSc2nc3ccccc3n2Cc2ccccc2)o1	-1%	?	?	0	3	-3%	3%[46.1 µM]	0%	-2	2
Cc1ccc(CCNC(=O)C2CCCN(S(=O)(=O)c3cccc4nsnc34)C2)cc1 (configuration not stated)	-4%	2%	?	1	-2	·	-3%	0%	-13	2
Cc1ccc(C)c(S(=O)(=O)N2CCN(C(=O)CCC(=O)c3cc(C)sc3C)CC2)c1	·	4%	-1%	-4	-12	-2%	1%	·	7	·
CCN(C[C@H]1N[C@@](CC)(C(=O)OC)[C@H]2C(=O)N(C)C(=O)[C@@H]12)C(C)=O	·	0%	2%	-2	4	-8%	2%	·	2	·
Cc1nc(/N=C(\N)NC(=O)c2ccccc2)nc2ccccc12	-2%	2%	?	0	14	-4%	-3%	-3%	-4	-6
COc1cc(/C=C2/C(=O)N(c3cccc(Br)c3)N=C2C)cc(OC)c1O	11%	-12%	13%	-5	-18	-29%	1%	·	7	-3
COc1ccc(OCCn2ccnc2)cc1	5%	0%	-1%	0	9	2%	5%	1%	-8	0
CCCn1c(=O)c2ccccc2n2c(SCCOc3ccc(OC)cc3)nnc12	-8%	5%	8%	-16	-5	4%	-1%	14%	11	-2
CC(=O)c1c[nH]c2ccc(C)cc2c1=O	2%	5%	?	-5	31[activator]	1%	-1%	1%	3	1
CNC(=O)c1cc(S(=O)(=O)NCc2ccncc2)ccc1OC	3%	2%	-1%	-13	22	1%	-11%	-3%	-2	-3
COc1ccccc1CCNCc1ccc(OC)c(OCc2ccccc2)c1	?	1%	?	-2	-2	-4%	0%	0%	-7	1
O=C(NCc1ccoc1)c1ccc(NC(=O)c2ccccc2Cl)cc1	2%	2%	-24%	-20	0	2%	-4%	0%	2	-1
COc1ccc(OC)c(NC(=S)N(CCc2c(C)[nH]c3ccccc23)Cc2cccs2)c1	19%	9%	-4%	1	-18	-6%	0%	·	3	-4
CC(=O)O[C@]1(C(C)=O)CC[C@H]2[C@@H]3C=C(C)C4=CC(=O)CC[C@@H]4[C@H]3CC[C@@]21C	·	-6%	-7%	-9	-1	-5%	-3%	·	-10	·
CC1(C)CC(=O)C(N=Nc2cccnc2)=C(O)C1	-12%	5%	0%	1	9	-5%	-1%	-3%	-1	-1
COc1cc(/C=N/NC(=O)c2ccccc2NS(=O)(=O)c2cccs2)ccc1O	·	-2%	-17%	-10	16	-5%	5%	·	-6	·
NS(=O)(=O)OCC1CCCCC1	11%	0%	0%	10	8	4%	-3%	·	-11	0
CCSc1nnc(NC(=O)c2ccccc2C)s1	2%	-6%	?	-5	1	1%	-7%	7%	-16	0
O=C(CN1CCN(C(=O)c2ccco2)CC1)Nc1ccc(Br)cc1	6%	3%	?	-32	-13	9%	1%	-1%	-15	3
O=C(CC1C(=O)N(c2ccccc2)C(=S)N1c1ccccc1)c1ccc(Br)cc1 (configuration not stated)	10%	-1%	-10%	3	-22	5%	1%[46.1 µM]	-4%	5	-1
COc1ccc(NC(=O)Nc2ccon2)cc1OC	9%	3%	-1%	-8	7	-1%	-3%	6%	-4	3
COc1ccc(-c2c(=O)n(OCc3ccccn3)c3ccccc3[n+]2[O-])cc1OC	11%	-6%	?	-15	15	1%	-2%[46.1 µM]	-3%	5	-3
Cc1ccc(C)c(NC(=O)CN(C)C(=O)COc2ccc3ccccc3c2)c1	·	0%	0%	2	4	-2%	-1%[46.1 µM]	·	2	·
O=c1cc(CN2CCN(Cc3ccccc3)CC2)c2ccc(O)cc2o1	1%	0%	-1%	4	3	6%	-15%	4%	?	2
CC(C)(O)C#Cc1ccc(CN2CCN(C3CCCCC3)C(CCO)C2)s1 (configuration not stated)	1%	2%	0%	-3	2	4%	-8%	1%	4	1
COc1cc(NC(=S)N2CCN(C(c3ccccc3)c3ccccc3)CC2)cc(OC)c1	25%	-1%	?	-6	1	4%	-6%	1%	1	-2
COC(=O)c1ccc(CN2CCCC(C(=O)c3cc(F)ccc3OC)C2)cc1 (configuration not stated)	1%	0%	0%	5	11	4%	-7%	-2%	12	1
COc1ccc(CCNC(=O)Cn2c(=O)n(-c3ccc(C)c(F)c3)c(=O)c3sccc32)cc1OC	-2%	-2%	3%	13	16	-3%	-21%	-3%	-16	3
O=C(CCNC(=O)c1ccc([N+](=O)[O-])cc1)NCc1ccco1	·	-3%	3%	20	-20	4%	1%	·	-4	·
COC(=O)C1=C(CS(=O)(=O)c2ccc(OC)cc2)NC(=O)NC1c1ccccc1 (configuration not stated)	-1%	-2%	-17%	-3	-17	2%	0%	2%	-10	1
CC1CCCC(C)N1/N=C/c1ccc([N+](=O)[O-])cc1 (configuration not stated)	-11%	5%	?	-26	-7	-20%	2%	-1%	-4	-3
CCc1ccc(NC(=O)CCCn2nc(CC)n3c(cc4occc43)c2=O)cc1	6%	4%	-4%	2	21	-1%	-2%	2%	-2	-1
COCCN(Cc1cc2cccc(C)c2n2nnnc12)C(=O)C(F)(F)F	-3%	1%	-2%	26	-2	-1%	·	-1%	2	1
CCC1(C)C(Nc2c(C)cccc2C)=NC(=S)N1c1ccc(NC(C)=O)cc1 (configuration not stated)	3%	0%	-26%	18	-4	21%	2%[46.1 µM]	1%	3	2
CCOc1ccccc1N(CC(=O)NC1CCCCC1)C(=O)c1nsc(Cl)c1Cl	-7%	4%	?	-6	17	4%[11.5 µM]	0%	1%	i	11
O=C(c1cc(F)ccc1F)C1CCCN(C(=O)CCCN2CCCCC2=O)C1 (configuration not stated)	-2%	-4%	14%	3	10	-1%	-4%	1%	-8	-1
COc1ccc(NC(=O)/C(C#N)=C/c2ccc(Br)o2)cc1	?	?	0%	5	0	-13%	-2%	0%	11	-3
Cc1ccc(NC(=O)CNC(=O)Cc2cccc3ccccc23)nc1	-3%	-4%	4%	9	11	-7%	5%	2%	-1	·
COc1ccc(/C=C2/C(=O)ON=C2c2ccccc2)cc1OC	?	0%	?	11	8	4%	-8%	1%	1	1
CN(CC(=O)Nc1c(Cl)cccc1Cl)C(=O)CCc1nc2sc3c(c2c(=O)[nH]1)CCCC3	·	1%	-12%	-8	-9	-2%	-4%	·	-1	·
CN(C)c1ccc(N/C=C/C(=O)C(F)(F)F)cc1	-11%	14%	-4%	-40	13	-22%	3%	10%	-7	-18
CCN(C[C@H]1N[C@@](Cc2ccccc2)(C(=O)OC)[C@H]2C(=O)N(C)C(=O)[C@@H]12)C(=O)Nc1ccc(C)cc1	·	-6%	-1%	36	-17	32%	2%	·	3	·
O=C(COC(=O)c1ccc2c(c1)OCCO2)NCc1ccccc1	-5%	2%	-13%	-2	-20	-1%	6%	0%	3	3
Cc1ccc(Nc2cccccc2=O)cc1	-10%	-2%	?	-10	-15	-4%	1%	-1%	-1	-4
O=C(NC(=S)Nc1ccc(CN2CCOCC2)cc1)c1ccc(-c2ccc(Br)cc2)o1	-3%	-5%	0%	-12	10	4%	-46%	0%	3	1
Cc1ccc(NC(=S)Nc2c(C)n(C)n(-c3ccccc3)c2=O)cc1Cl	7%	-16%	6%	10	0	-3%	9%	-1%	7	2
CCOc1ccc(-c2n[nH]c(C)c2-c2ccccn2)c(O)c1	3%	-3%	-4%	-8	-1	0%	5%	15%	8	1

Bioassay records from PubChem.
